# NPR2 activator – GC-B (human) receptor activation; AID 1920062; P20594; 0.11% of 370,000 active; HEK293-GC-B cells, CNP EC30, cGMP TR-FRET; 0% at EC30 CNP, 100% saturating CNP; activation, % at 10 µM;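 active = activation at 10 µM reaching about 35% in either raw or pattern-adjusted values, limit read from the data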
# GAA850 FXN act – frataxin GAA850 promoter activation; HEK293 lucGAA850 FXN promoter luciferase reporter, 24 h; percent of 10 µM SAHA response; activation, % at 6 µM; 0.56% of 360,000 active; AID 540364;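 active = activation above the average of all compounds screened plus 3 SD, cutoff fixed separately per campaign, cut at about 7.5% in these data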;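 also: 0% = DMSO wells and 100% = 10 µM SAHA wells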
# GC-A act – GC-A (human) enzyme activation; P16066; HEK293 GC-A cells, cGMP TR-FRET, EC30 ANP; 0% at EC30 ANP, 100% saturating ANP; activation, % at 10 µM; 0.14% of 370,000 active; AID 1671463; in the data active = activation above about 40%
# HGIII-sPLA2 inh – Blocks human group III sPLA2 activity | Q9NZ20 | QFRET BODIPY PC-A2 liposome hydrolysis, fluorescence | inhibition, % at 12.2 µM | 0.56% of 370,000 active | AID 743126;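 active = inhibition above mean plus 3 SD of compounds lying within the high and low control bounds, cut at about 19% in these data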;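 also: 0% = median of test compound wells and 100% = no enzyme DMSO wells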
# Target sequence (Q9NZ20 whole entry, looked up): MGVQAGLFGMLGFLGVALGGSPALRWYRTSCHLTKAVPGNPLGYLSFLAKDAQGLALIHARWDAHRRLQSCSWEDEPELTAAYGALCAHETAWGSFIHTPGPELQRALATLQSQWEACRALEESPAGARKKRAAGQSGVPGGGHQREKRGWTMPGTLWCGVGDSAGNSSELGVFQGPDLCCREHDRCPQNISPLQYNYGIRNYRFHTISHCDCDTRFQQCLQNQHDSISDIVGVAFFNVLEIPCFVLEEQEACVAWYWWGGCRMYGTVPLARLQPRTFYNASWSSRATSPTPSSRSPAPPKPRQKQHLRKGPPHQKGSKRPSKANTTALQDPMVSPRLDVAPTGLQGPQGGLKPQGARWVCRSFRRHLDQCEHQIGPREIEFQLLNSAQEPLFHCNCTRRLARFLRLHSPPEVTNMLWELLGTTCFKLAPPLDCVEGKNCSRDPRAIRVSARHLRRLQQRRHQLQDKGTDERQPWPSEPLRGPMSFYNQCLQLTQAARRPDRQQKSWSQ
# DAX1 inh-1 – inhibitors of human orphan nuclear receptor DAX1 (NR0B1); P51843; HEK293 Gal4-DAX1 luciferase reporter, luminescence; inhibition, % at 6.75 µM; 0.99% of 340,000 active; AID 504766;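 active = inhibition above the mean over all tested compounds plus 3 SD, cut at about 4.2% in these data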;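 also: 0% = DAX1-transfected cells with DMSO and 100% = empty-vector control cells with DMSO; inhibition shows as a rise in luminescence from relieved DAX1 repression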
# Target sequence (P51843 207-470 limits assumed): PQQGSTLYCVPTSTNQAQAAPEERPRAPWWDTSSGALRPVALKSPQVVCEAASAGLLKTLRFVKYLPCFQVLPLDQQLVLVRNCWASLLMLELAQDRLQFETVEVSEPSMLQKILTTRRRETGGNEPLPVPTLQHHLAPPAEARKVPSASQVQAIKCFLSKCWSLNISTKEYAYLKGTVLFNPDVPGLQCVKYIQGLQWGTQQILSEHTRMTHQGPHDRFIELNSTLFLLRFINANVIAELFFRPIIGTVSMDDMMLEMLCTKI
# hgDAF12 agonist – hgDAF-12 agonism, primary luciferase screen | HEK293 GAL4-hgDAF12 UAS-luciferase reporter, agonist luminescence; normalized to butyrate control | activation, % at 6.8 µM | 1.8% of 370,000 active;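 active = activation above a cutoff set at the mean of all screened compounds plus 3 SD, cut at about 10% in these data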;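 also: 0% = DMSO wells and 100% = sodium butyrate wells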
# ssDAF-12 act – activators of S. stercoralis DAF-12 nuclear receptor. activation, % at 6.8 µM. 1% of 370,000 active. HEK293 ssDAF-12/GRIP1 lit1-tk-luc reporter, luminescence; % of 3 µM dafachronic acid response. AID 652126;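 active = activation above the mean over all tested compounds plus 3 SD, cut at about 0.9% in these data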;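 also: 0% = DMSO-only wells and 100% = 3 µM delta7-dafachronic acid wells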
# SMARCA2 act – increases SMARCA2 function in MMTV reporter cells. MG213 cells, MMTV-luciferase reporter, dexamethasone, overnight. activation, % at 9.1 µM. AID 652017. 1% of 370,000 active; in the data active = activation above about 7.8%;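 also: 0% = vehicle wells and 100% = reference activator wells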
# proKLK7 act – activates the human kallikrein-7 zymogen | P49862 | activation, % at 7 µM | purified proKLK7, EDANS-DABCYL substrate fluorescence; 100% is mature enzyme control, 0% vehicle | AID 652039 | 0.9% of 370,000 active;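 active = activation above the mean of all tested compounds plus 3 SD, computed per campaign excluding outliers beyond control limits, cut at about 13% in these data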
# Target sequence (P49862 whole entry, looked up): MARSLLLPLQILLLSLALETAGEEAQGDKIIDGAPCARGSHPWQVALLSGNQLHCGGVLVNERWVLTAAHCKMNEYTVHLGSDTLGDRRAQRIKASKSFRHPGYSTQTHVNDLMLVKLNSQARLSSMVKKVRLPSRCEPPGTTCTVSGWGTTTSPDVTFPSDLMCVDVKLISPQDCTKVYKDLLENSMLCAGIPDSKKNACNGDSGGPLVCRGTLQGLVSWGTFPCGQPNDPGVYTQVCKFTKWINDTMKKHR
# hcDAF-12 act – H. contortus DAF-12 activation, primary screen; AID 652067; 1.4% of 370,000 active; activation, % at 6.8 µM; HEK293 hcDAF-12 lit1-tk-luc reporter, luminescence; 0% DMSO, 100% Δ7-dafachronic acid;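 active = activation above the mean of all tested compounds plus 3 SD, cut at about 5.5% in these data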;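 also: 100% = response to 3 µM Δ7-dafachronic acid high control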
# DAX1 inh-2 – blocks DAX1 repression of SF-1 activated StAR promoter; HEK293T StAR-luciferase reporter, SF-1/DAX-1 repression relief; 1.1% of 370,000 active; inhibition, % at 6.8 µM; AID 652010;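 active = inhibition above the mean over all tested compounds plus 3 SD, cut at about 3.6% in these data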;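 also: 0% = DAX-1 cells with DMSO and 100% = cells lacking DAX-1 with DMSO; higher inhibition means more luminescence from relief of DAX-1 repression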
# The depositor's hits bear a star; · = not tested or not shown.
canonical_smiles,NPR2 activator,GAA850 FXN act,GC-A act,HGIII-sPLA2 inh,DAX1 inh-1,hgDAF12 agonist,ssDAF-12 act,SMARCA2 act,proKLK7 act,hcDAF-12 act,DAX1 inh-2
CCCC(=O)c1cc(F)c(N2CCN(CCC#N)CC2)cc1C,3,-1.9,-1,5,-1.2,-1.3,-1.4,-2,0.3,-1.1,-0.3
O=C(Nc1ccc(C(O)c2ccccc2)cc1)[C@H]1C[C@H](O)[C@@H](CO)O1 (stereo not given in full),3,2.3,3,-1,·,1.0,0.6,2,-0.4,0.0,0.7
Clc1ccc(/C=N\Nc2ccccc2)cc1,-5,3.1,2,6,0.5,-1.8,-0.8,-1,-0.7,1.6,0.7
Cc1ccc(S(=O)(=O)/N=C(/Nc2ccc(F)cc2F)c2ccc(F)cc2)cc1,-7,0.1,-10,-4,-0.4,1.7,-1.1,-1,0.6,-0.4,0.1
CCCCNC(=O)c1cn(CC)c2cc(N3CCN(C(=O)c4ccco4)CC3)c(F)cc2c1=O,-1,0.8,0,0,0.1,-2.8,-1.2,1,-5.2,-0.7,-0.9
O=C(Nc1ccccc1)c1ccc(NCCN2C(=O)CCC2=O)c([N+](=O)[O-])c1,-6,2.2,1,-1,2.9,0.2,-1.9,-2,0.0,-0.7,0.4
CC1CN(c2nnc(-c3ccccc3)c3ccccc23)CC(C)O1 (stereo not given),-14,2.1,-1,-5,-0.5,-2.7,-1.8,-2,0.2,-2.6,-0.7
O=S(=O)(NCCNS(=O)(=O)c1cccs1)c1cccs1,1,-1.2,2,7,1.6,-1.1,-1.5,-1,-0.6,-1.9,-0.6
O=C(CN1CCc2ccccc21)Nc1ccc2c(c1)OCO2,2,1.8,0,-2,0.3,5.2,0.4,-1,0.8,4.4,-0.7
CN(C(=O)c1ccccc1[N+](=O)[O-])c1ccccc1C(=O)NCc1ccccc1,-4,4.2,-1,1,0.7,1.2,-0.7,-3,0.3,-2.4,-1.1
CCc1ccc(NC(=O)N2CCC(c3ccccc3)C2)cc1 (stereo not given),0,4.3,5,-8,3.7,18*,0.1,3,0.3,2.5,3.7*
CC1(c2ccc(Cl)c(Cl)c2)NC(=S)N2C1NC(=S)N2c1ccccc1 (stereo not given),-11,1.5,-14,0,-0.3,0.5,-1.0,-6,0.1,-0.8,0.8
COc1ccc(-n2c(SCc3cccc4ccccc34)nnc2-c2ccccc2)cc1,-19,·,-27,-5,·,-0.9,-1.7,-6,0.2,-2.7,-1.6
CCNc1nc(NCC)nc(OCCOC(C)=O)n1,0,-0.3,-11,-3,0.8,-0.1,-0.8,1,0.1,-0.5,0.1
COc1ccc(-c2cc(C(=O)NCCc3ccc(S(N)(=O)=O)cc3)c3ccccc3n2)cc1,3,-0.6,-1,-16,-1.2,1.6,-2.4,3,-8.0,-1.2,-0.6
Cc1cccc(NC(=S)NC(C)C(c2cccs2)N2CCN(C)CC2)c1C (stereo not given),-1,-1.8,-4,6,-0.2,-1.3,-1.4,-2,0.7,-1.2,0.3
Cc1cc2ncc(-c3ccc(Cl)cc3)c(N)n2n1,-1,3.2,1,-5,0.8,7.6,-0.3,3,-0.4,0.3,4.0*
COc1ccc(-c2coc3c(C)c4oc(=O)c(CC(=O)O)c(C)c4cc23)cc1,-1,-1.3,1,12,0.7,-1.5,-0.8,-3,-5.0,2.0,0.8
CC(C)(C)Cc1nnc(NC(=O)c2cc(-c3ccccc3)nc3ccccc23)s1,-1,1.1,-1,-1,-0.7,-0.2,-0.7,-3,-0.6,-1.0,-0.1
O=C(Cc1cccs1)N1CCC(c2nc3c(nnn3Cc3ccc(F)cc3)c(=O)[nH]2)CC1,2,-0.8,1,-8,2.7,-3.0,-1.6,2,-0.2,-0.7,-0.4
CCC(C(=O)OCC(=O)Nc1ccc2[nH]c(=O)[nH]c2c1)c1ccccc1 (stereo not given),-13,0.3,-5,-7,-0.3,-0.7,-1.2,0,-0.5,-0.7,-0.5
CCS(=O)(=O)Nc1cccc(C2=NN(S(=O)(=O)c3ccccc3)C(c3cccs3)C2)c1 (stereo not given),-3,3.3,-1,-42,-0.5,3.6,-1.6,0,-0.2,-1.7,-0.7
CCOC(=O)c1c(C)[nH]c(C)c1S(=O)(=O)N(C)CC(=O)Nc1ccccc1,-1,1.1,-10,-3,-0.8,-0.8,-2.0,3,-0.3,-1.6,1.0
O=C1CCNc2c(Cl)cc(Cl)cc21,0,1.3,-1,-6,5.0*,-0.5,-1.3,2,-0.5,-1.3,0.3
COc1cc(/C=C/C(=O)c2ccccc2)cc(OC)c1OC,-11,·,4,3,·,-2.6,-2.2,·,·,-2.5,·
COc1ccc(CCn2c(=N)c(C(=O)N3CCN(C)CC3)cc3c(=O)n4ccccc4nc32)cc1,-6,-0.4,2,4,1.1,-1.0,-1.7,1,-0.8,-1.3,-0.5
Cc1csc(=Nc2c(C)n(C)n(-c3ccccc3)c2=O)n1-c1ccccc1,1,-0.5,3,7,1.4,-0.3,-0.8,-3,-0.7,-0.6,-1.0
CC(C)(C)c1cc(C(=O)NNc2cc(C(F)(F)F)ccc2Cl)n(Cc2ccccc2)n1,0,2.2,6,11,0.8,0.2,0.0,-2,-0.1,2.1,0.2
Cc1cc(Cl)c2oc(C(=O)N(C)CCCN3CCOCC3)c(C)c2c1,2,0.9,1,1,-0.9,-4.2,-1.1,-1,0.2,-3.4,-0.6
Cc1ccn2c(CNCCCn3cccn3)c(C(=O)N3CCCCCC3)nc2c1,0,-1.0,2,5,-1.0,0.4,-0.4,-3,-0.1,-1.3,0.9

# Whole records as entered above. Order of values: NPR2 activator | GAA850 FXN act | GC-A act | HGIII-sPLA2 inh | DAX1 inh-1 | hgDAF12 agonist | ssDAF-12 act | SMARCA2 act | proKLK7 act | hcDAF-12 act | DAX1 inh-2
# Record of COc1ccc(-c2cc(C(=O)NCCc3ccc(S(N)(=O)=O)cc3)c3ccccc3n2)cc1 : 3 | -0.6 | -1 | -16 | -1.2 | 1.6 | -2.4 | 3 | -8.0 | -1.2 | -0.6
# Record of CCS(=O)(=O)Nc1cccc(C2=NN(S(=O)(=O)c3ccccc3)C(c3cccs3)C2)c1 (stereo not given) : -3 | 3.3 | -1 | -42 | -0.5 | 3.6 | -1.6 | 0 | -0.2 | -1.7 | -0.7
# Record of Cc1ccc(S(=O)(=O)/N=C(/Nc2ccc(F)cc2F)c2ccc(F)cc2)cc1 : -7 | 0.1 | -10 | -4 | -0.4 | 1.7 | -1.1 | -1 | 0.6 | -0.4 | 0.1
# Record of Cc1csc(=Nc2c(C)n(C)n(-c3ccccc3)c2=O)n1-c1ccccc1 : 1 | -0.5 | 3 | 7 | 1.4 | -0.3 | -0.8 | -3 | -0.7 | -0.6 | -1.0

# Additional compounds:
canonical_smiles,NPR2 activator,GAA850 FXN act,GC-A act,HGIII-sPLA2 inh,DAX1 inh-1,hgDAF12 agonist,ssDAF-12 act,SMARCA2 act,proKLK7 act,hcDAF-12 act,DAX1 inh-2
C/C(=N/NC(=O)CNC(=O)c1ccc2c(c1)OCO2)c1ccc2c(c1)CCCC2,1,0.6,-5,-2,0.0,-2.0,-0.7,0,-0.2,-0.1,0.3
O=C(O)CCCCCCCCc1cn(CCc2c[nH]c3ccccc23)nn1,3,1.8,-2,-43,0.3,0.8,-0.7,-1,0.0,1.9,0.1
C=CCNC(=S)NNC(=O)c1ccc2c(c1)OCO2,1,0.2,5,5,-0.7,4.2,-1.4,0,0.7,0.6,-0.5
CCOC(=O)c1cnc(-c2cccc(OC)c2)[nH]c1=O,1,0.1,-7,4,0.6,-0.5,-1.4,5,2.9,-0.4,-0.4
CCCC[C@@H]1C(=O)N2N=Cc3cc4ccccc4cc3[C@H]2N2N=Cc3cc4ccccc4cc3[C@@H]12,10,·,-1,8,·,-6.2,-0.5,-2,-3.7,5.0,-3.3
CCOC(=O)CCn1nc(-c2ccccc2)cc1N,-2,0.6,2,1,0.9,-0.6,-0.9,0,0.7,-1.1,0.0
OC(COCc1ccccc1)CN1CCCC1 (stereo not given),6,-1.6,2,3,-0.2,-2.0,-0.5,-1,-0.2,-1.4,-0.4
CC1CCC(NC(=O)CN(C)S(=O)(=O)c2cccc3cccnc23)CC1 (stereo not given),0,2.8,-3,3,-0.5,-2.5,-1.9,-2,0.0,-2.7,-0.3
Cc1ccc(NC2CCCN(C(=O)c3ccnc(Cl)c3)C2)cc1C (stereo not given),1,-0.2,2,3,-0.2,-1.5,-1.1,-1,0.3,2.0,-0.4
COC(=O)[C@@H](NC(=O)NCc1ccccc1F)C(C)C,7,1.4,-1,11,-0.8,-0.2,-1.7,-2,-0.1,0.7,-0.1
CC(=O)Nc1ccc(S(=O)(=O)Nc2cccc(NC(=O)C(C)(C)C)c2)cc1,0,-0.5,1,0,-0.5,1.7,-1.2,-1,-0.8,-1.7,-0.7
CN(CC(=O)Nc1ccc(Cl)cc1)C(=O)CCc1nc2sc3c(c2c(=O)[nH]1)CCCC3,-1,1.4,-2,15,-0.1,-2.3,-0.9,-2,-0.6,1.5,1.0
Cc1ccc(C(=O)NC(C)c2ccc(-n3ccnc3)cc2)o1 (stereo not given),4,1.8,-4,9,2.3,-0.1,-1.1,0,0.1,0.3,0.5
CCC(C)c1ccc(OCc2ccc(C(=O)OC)o2)cc1 (stereo not given),2,3.8,2,1,3.8,15*,1.0*,-1,0.8,4.5,3.2
CCC(=O)NC(c1ccc(OC)c(OC)c1)c1cc(Cl)c2cccnc2c1O (stereo not given),1,-3.0,2,9,-1.1,-6.1,-1.2,-5,0.5,-0.3,-2.8
CCOC(=O)C1CCN(C2CCN(C(=O)c3oc4c(F)cccc4c3C)CC2)CC1,-4,0.6,1,-8,0.2,1.3,-0.6,3,0.1,0.3,-1.1
CCCC(=O)N(CCN1CCOCC1)c1nc2c(OC)ccc(C)c2s1,-2,1.1,3,2,-0.3,6.0,-1.0,3,0.2,-0.6,-0.3
COc1cc(N)n(S(=O)(=O)c2ccc(C)cc2)n1,2,0.6,4,7,1.6,2.2,-0.5,2,0.5,-1.7,0.2
O=C(CN1CCN(c2cccc(C(F)(F)F)c2)CC1)N(C1CC1)C1CCS(=O)(=O)C1 (stereo not given),-6,-0.9,-1,1,1.3,-0.6,-1.4,-1,-0.6,1.1,-0.5
O=C(O)COc1ccc(NC(=O)c2ccc(NC(=O)c3ccco3)cc2)cc1,-3,0.7,-2,-2,2.0,-2.1,-1.9,-1,-0.5,-1.4,-0.4
CC1(Cc2ccccc2Cl)C(=O)Nc2ccc(OC(F)(F)F)cc21 (stereo not given),-2,-0.4,-7,-11,·,-0.2,-0.6,-3,-0.1,-3.4,-0.3
COc1ccc(N2C(=NC(=O)C3CCCCC3)SC3CS(=O)(=O)CC32)c(OC)c1 (stereo not given),-6,0.1,-9,9,-0.2,-0.7,-0.9,-4,-0.1,-0.4,2.1

# At a glance, some entries already given.
canonical_smiles,NPR2 activator,GAA850 FXN act,GC-A act,HGIII-sPLA2 inh,DAX1 inh-1,hgDAF12 agonist,ssDAF-12 act,SMARCA2 act,proKLK7 act,hcDAF-12 act,DAX1 inh-2
CCCC(=O)c1cc(F)c(N2CCN(CCC#N)CC2)cc1C,3,-1.9,-1,5,-1.2,-1.3,-1.4,-2,0.3,-1.1,-0.3
O=C(Nc1ccc(C(O)c2ccccc2)cc1)[C@H]1C[C@H](O)[C@@H](CO)O1 (stereo not given in full),3,2.3,3,-1,·,1.0,0.6,2,-0.4,0.0,0.7
